TIM10 inh – growth inhibitors of isogenic TIM10 control yeast, primary screen, counter-screen for tim10-1 yeast inhibitor project, luminescence, uHTS; inhibition, % at 10 µM; 330,000 tested, 1.4% active; S. cerevisiae TIM10 strain growth, BacTiter-Glo luminescence, 24 h; AID 463195, 2010;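 active means inhibition of 40% or more at the single tested concentration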;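 further: wild-type TIM10 isogenic control strain grown at permissive 25 °C; 0% = DMSO yeast wells and 100% = minimal medium wells without yeast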
tim23-1 inh – growth inhibitors of tim23-1 mutant yeast, primary screen, luminescence, uHTS; S. cerevisiae tim23-1 growth, BacTiter-Glo luminescence, 24 h; inhibition, % at 20 µM; 330,000 tested, 1.3% active;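 active means growth inhibition of the mutant yeast at or above 50%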;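 further: temperature-sensitive mutant grown at 25 °C; plate controls were DMSO-treated mutant yeast for no effect and medium wells lacking yeast for full effect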
NALP3 yeast inh – NALP3 inflammasome inhibitors in reconstituted yeast, primary screen, luminescence, uHTS | 330,000 tested, 0.39% active | AID 2825, 2010 | Yeast reconstituted NLRP3/ASC/caspase-1, beta-gal luminescence, 24 h | inhibition, % at 10 µM;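 active means inhibition of 50% or more; inactive means inhibition below 50%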;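 further: plate controls were induced DMSO wells for no effect and uninduced yeast grown without galactose for full effect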
UPR CHOP act – activators of apoptotic CHOP UPR arm, primary screen, cell-based, CHO-CHOP luciferase reporter, luminescence, uHTS | UPR activation; percent of tunicamycin response over DMSO baseline | activation, % at 10 µM | 330,000 tested, 0.34% active | AID 449763, 2010;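 active means at 10 µM dose, activation of 40% or more, normalized to positive control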;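 further: 100% = tunicamycin at 10 µg/mL and 0% = DMSO alone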
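Assay system: CHO-CHOP cells, stable luciferase reporter of PERK-eIF2a-CHOP signalling / Buffer or medium: F12 plus 10% serum / Compound dosing: one dose, 10 µM in 0.5% DMSO / Times: 6 h compound treatment, 37 °C / Technique: luciferase luminescence / Read-out: % reporter activation, DMSO baseline versus tunicamycin full activation / Benchmarks: tunicamycin and DMSO controls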
Mdm2-MdmX inh – inhibitors of human Mdm2-MdmX association, primary screen, cell-based, luminescence, split luciferase, SaOS-2, uHTS; inhibition, % at 8 µM; SaOS-2 split-luciferase Mdm2/MdmX complementation; AID 485346, 2010; Protein Mdm4 (Homo sapiens) + E3 ubiquitin-protein ligase Mdm2 (Homo sapiens), …; 330,000 tested, 3% active;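 active means inhibition of at least 50% at 8 µM in the primary screen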
APJ agonist – agonists of human apelin receptor APJ, primary screen, CHO-K1 cells, PathHunter beta-arrestin, luminescence; P35414; activation, % at 20 µM; 330,000 tested, 0.11% active; 0% DMSO wells, 100% apelin; AID 2520, 2010;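 active means activation more than six SD over the plate average, tested at 20 µM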;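 further: 0% = DMSO alone and 100% = apelin-13 at 10 nM; some results filed as inactive read as strong as hits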
Target sequence (P35414 whole entry, looked up): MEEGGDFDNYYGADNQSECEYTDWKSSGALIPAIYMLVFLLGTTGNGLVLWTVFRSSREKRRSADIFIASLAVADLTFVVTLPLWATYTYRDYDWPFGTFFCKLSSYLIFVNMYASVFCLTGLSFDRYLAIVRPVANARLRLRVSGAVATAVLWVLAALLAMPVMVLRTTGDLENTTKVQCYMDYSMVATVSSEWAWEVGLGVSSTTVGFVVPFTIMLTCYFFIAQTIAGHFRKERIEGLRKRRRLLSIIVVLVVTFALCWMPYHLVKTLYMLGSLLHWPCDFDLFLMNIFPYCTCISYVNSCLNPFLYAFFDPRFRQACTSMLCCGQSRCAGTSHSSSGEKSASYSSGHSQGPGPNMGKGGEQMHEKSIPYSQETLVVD
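Assay system: CHO-K1 cells stably expressing ProLink-tagged human APJ and arrestin–beta-gal acceptor. Compound dosing: 20 µM single point, 1% DMSO. Times: 16-18 h seeding, 90 min dark compound exposure, 60 min detection. Detection: beta-gal luminescence. Evaluation: APJ–arrestin association signal. Controls: negative DMSO alone, positive Apelin-13 at 10 nM.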
XBP1 UPR activ – activators of adaptive XBP1 UPR arm, primary screen, cell-based, CHO-XBP1 luciferase reporter, luminescence, uHTS. IRE1-XBP1 UPR activation; percent of tunicamycin response, DMSO as zero. activation, % at 20 µM. 330,000 tested, 0.33% active. AID 463104, 2010;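 active means versus positive control, 20 µM dose yields 30% or more activation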;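 further: 100% = tunicamycin at 10 µg/mL and 0% = DMSO only wells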
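Test system: CHO-XBP1 luciferase reporter cells | Buffer or medium: Serum-containing F12 medium, 10% FBS | Schedule: 6 h compound exposure at 37 °C, 5% CO2 | Detection: Steady-Glo luciferase glow luminescence, 10 min after reagent addition | Read-out basis: Activation, % of tunicamycin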
tim10-1 inh – growth inhibitors of tim10-1 mutant yeast, primary screen, luminescence, uHTS | S. cerevisiae tim10-1 ts strain growth, BacTiter-Glo, 24 h | inhibition, % at 20 µM | 330,000 tested, 2.2% active | AID 463190, 2010;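 active means inhibition of at least 40%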;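 further: mutant grown at 25 °C; 0% = DMSO wells with yeast and 100% = wells holding no yeast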
NR3A LBD binder – binders of NR3A ligand-binding domain, primary screen, biophysical, differential scanning fluorimetry, uHTS. 340,000 tested, 2.5% active. Tm shift relative to glycine control, % at 25 µM. NR3A LBD differential scanning fluorimetry, Tm shift; 0% = protein alone, 100% = glycine-bound protein. Glutamate receptor ionotropic, NMDA 3A (GRIN3A) ligand-binding domain;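 active means melting temperature shift of at least 10% of the positive control shift, at one fixed dose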
* hit, by the source's call; nt = no result given. Rows were taken by chance. About 8.2% of those tested had a hit in this group.

Results follow in this order: TIM10 inh	tim23-1 inh	NALP3 yeast inh	UPR CHOP act	Mdm2-MdmX inh	APJ agonist	XBP1 UPR activ	tim10-1 inh	NR3A LBD binder
- CCC1CCC2(CC1)NC(=O)N(CC(=O)Nc1ccc(OC)cc1)C2=O (stereo unspecified)
  -4	-10	15	-0.2	19	-4	-3	-19	3
- Cc1cccc2cc(CN(CC3CCCO3)C(=O)c3cccnc3)c3nnnn3c12 (stereo unspecified)
  12	8	-1	2.6	-12	-11	2	15	-1
- COc1ccc(NC(=O)c2c(-c3ccccc3Cl)noc2C)c(OC)c1
  23	31	19	5.3	-7	3	-2	11	-14
- COC(=O)c1[nH]c(C)c(/C(O)=C2\C(=O)C(=O)N(CCN3CCOCC3)C2c2cccnc2)c1C (stereo unspecified)
  26	7	5	-0.8	1	-7	-1	0	-3
- CCOc1ccccc1CN1CCNC(=O)C1CC(=O)NCCc1ccccn1 (stereo unspecified)
  12	7	1	0.5	-4	11	-3	-7	-2
- Cc1c(C=O)c2ccccn2c1C(=O)c1cccs1
  -12	8	1	-1.1	41	-4	0	13	0
- CCC(=O)N1CCN(c2ccc(Cl)cc2NC(=O)Cc2ccc(Cl)cc2)CC1
  28	31	0	-2.2	20	-8	-1	39	-2
- O=C(NC1(C(=O)NC2CCCCC2)CCCCC1)c1ccc2c(c1)OCO2
  13	14	7	4.3	15	-6	-1	18	0
- CCCCCCSc1cccc(-c2nc3ccc(Cl)cn3c2NCc2ccccc2)c1
  5	7	-6	1.5	31	-4	-2	11	-3
- COC(=O)c1[nH]c2ccccc2c1NC(=O)/C=C/c1ccc2c(c1)OCO2
  -25	-8	-11	9.5	1	-3	4	17	-4
- O=C1CC[C@H](O)CCN1[C@H](CSc1ccc(Br)cc1)Cc1ccccc1
  8	25	11	0.0	-10	-3	2	13	1
- O=C(COC(=O)c1ccco1)c1ccc(F)cc1
  -8	5	4	1.1	16	-1	-3	-6	0
- COc1ccccc1CNCC(O)Cn1c2ccccc2c2ccccc21 (stereo unspecified)
  32	-71	4	3.0	90*	2	30*	-2	1
- O=C(Cn1cc2c(n1)CCCC2)NCC1CCCO1 (stereo unspecified)
  6	8	-5	0.7	-22	-3	0	14	-2
- CCOC(=O)c1c(Nc2ccccc2)sc(/C=C2\C=Nc3ccccc32)c1O
  2	-5	10	1.6	28	-2	9	9	-1

The listing continues:
Results follow in this order: TIM10 inh	tim23-1 inh	NALP3 yeast inh	UPR CHOP act	Mdm2-MdmX inh	APJ agonist	XBP1 UPR activ	tim10-1 inh	NR3A LBD binder
- CC(C)(C)c1nnc2sc(SCC(=O)N3CCc4ccccc43)nn2c1=O
  -29	-12	-12	-1.6	30	-2	-1	31	1
- CC(=O)c1ccc(N2CCN(C(=O)C3CCN(S(=O)(=O)c4ccc5c(c4)CC(C)N5C(C)=O)CC3)CC2)cc1 (stereo unspecified)
  2	2	9	1.0	19	-2	-3	16	0
- COc1cc(OC)c(NC(=S)Nc2cccc(C)c2)cc1Cl
  23	11	7	-2.1	11	-2	-1	9	-6
- CCOC(=O)C1CCN(C(=O)Cn2nc(CC)n3cccc3c2=O)CC1
  -12	-13	16	3.7	5	-3	-4	6	1
- Cc1cccc(NC(=O)C2CCCN2S(=O)(=O)c2ccc(F)cc2)c1C (stereo unspecified)
  8	12	8	1.5	0	-3	-1	18	0
- O=C(Nc1cccc(C(F)(F)F)c1)c1ccc(Cn2cc(Br)cn2)o1
  42*	45	13	0.1	12	-2	-3	43*	-1
- N#CCCN(C(=O)Nc1ccccc1)c1ccccc1
  -1	14	12	1.3	23	-1	0	-10	0
- CCN(CC)C(=O)CSc1nnc(CCNC(=O)OC(C)(C)C)o1
  -2	5	-9	-0.4	27	-4	1	11	-3
- CCCc1nc2c(s1)CCc1onc(-c3ccc(Cl)cc3)c1-2
  -9	-12	18	-0.2	-15	3	-3	-7	-1
- COc1cccc(-c2cc3c(-n4cccc4)ncnc3o2)c1
  33	9	21	3.2	15	2	2	33	-25
- O=C(Nc1ccccc1)Nc1ccc(Br)c(Cl)c1
  -4	-11	37	3.5	87*	3	9	-8	30*
- C/C=C/C=C/C(=O)N1CC2(CC(c3cccc(NC(=O)CCCCC)c3)=NO2)C[C@H]1C(N)=O (stereo partly specified)
  -7	16	6	-0.5	20	1	-1	4	-3
- Cc1[nH]n(-c2ccccc2)c(=O)c1C(=O)c1ccccc1
  -3	-1	6	0.2	1	-3	1	5	0
- O=C(COc1cccc2ccccc12)N/N=C/c1ccccc1OCc1ccc(C(=O)O)cc1
  8	7	12	1.4	-21	-2	-2	-10	-1
- NC1=NC(=O)/C(=C\c2ccsc2)S1
  5	1	3	0.4	23	-4	-4	-11	-2

Following part:
Results follow in this order: TIM10 inh	tim23-1 inh	NALP3 yeast inh	UPR CHOP act	Mdm2-MdmX inh	APJ agonist	XBP1 UPR activ	tim10-1 inh	NR3A LBD binder
- CC[C@]12CCCN3CCc4c(n(c5ccccc45)C(=O)C1)C32 (stereo partly specified)
  6	-8	9	-0.1	11	-4	-5	-21	-1
- Cn1cc(S(=O)(=O)NC[C@H]2O[C@@H](n3cnc4c(N)ncnc43)[C@H](O)[C@@H]2O)cn1
  -13	17	nt	0.3	23	nt	3	-7	0
- Cc1cccc(Nc2nnc(SCC(=O)Nc3ccccc3[N+](=O)[O-])s2)c1C
  23	36	23	-0.5	-15	0	0	32	-14
- COc1ccc(C(=O)NNC(=S)NC(=O)c2ccc(F)cc2)cc1Br
  32	30	62*	-0.9	35	-5	-1	4	-4
- Cc1ccc(S(=O)(=O)N(C)C)cc1NC(=O)COC(=O)/C=C/c1cnc2ccccc2n1
  4	9	10	1.4	23	0	-3	10	0
- CC12CN3CC(C)(CN(C1)C3c1cc3ccccc3[nH]1)C2=O (stereo unspecified)
  1	1	-1	0.1	24	-1	0	3	1
- CCOC(=O)C1(Cc2ccc(OC)cc2)CCN(C(=O)c2cc3ccccc3[nH]2)CC1
  24	27	15	3.3	-13	-3	1	41*	-18
- COC(=O)C1=C(CSc2nc3ccccc3o2)NC(=O)NC1c1cc(C)ccc1C (stereo unspecified)
  -1	39	16	-1.3	25	4	-4	27	0
- COc1ccc(NC(=S)N(CCC(C)C)C2CCN(C(C)C)CC2)cc1Cl
  -13	-19	8	1.8	26	-5	-1	0	19*
- Cc1cc(C)cc(NC(=O)CCCN2C(=O)C(c3ccccc3)Oc3cccnc32)c1 (stereo unspecified)
  3	14	18	-2.3	-7	-7	-5	14	-5
- Cc1ccc(-n2c(Cn3cnc4ccccc43)nnc2SCC(=O)O)cc1
  -1	13	3	-1.8	2	1	0	13	0
- O=C(NNc1nc2ccccc2s1)c1ccc(F)cc1
  25	7	5	2.2	-8	4	1	10	-5
- S=c1[nH]nc(-c2ccccn2)n1/N=C/c1ccccc1
  4	-6	15	0.3	15	-3	-1	6	-1
- O=C(NCc1ccccc1)C(c1ccccc1)N(Cc1cccs1)C(=O)c1cnccn1 (stereo unspecified)
  -4	5	13	-0.6	17	-2	-1	24	0
- Cc1ccc(NS(=O)(=O)c2cc3c4c(cccc4c2)C(=O)NC3=O)cc1
  4	-21	20	-0.8	37	-3	-1	-9	-8

(listing goes on)
Results follow in this order: TIM10 inh	tim23-1 inh	NALP3 yeast inh	UPR CHOP act	Mdm2-MdmX inh	APJ agonist	XBP1 UPR activ	tim10-1 inh	NR3A LBD binder
- Cc1cc(SCC(=O)N/N=C/c2ccc(O)cc2O)nc2ccccc12
  28	51*	23	-0.3	74*	4	-5	18	26*
- Cc1ccc2c(c1)N(CC(=O)N1CCOCC1)C(=O)CO2
  -3	3	5	1.2	15	-5	-4	-3	-2
- CSc1ccccc1NC(=O)c1ccccc1C
  5	1	23	1.2	3	0	0	-11	0
- Cc1ccc(S(=O)(=O)N2CCOCC2)cc1NC(=O)COC(=O)COc1ccccc1[N+](=O)[O-]
  -4	-6	22	0.7	-3	-4	-1	-14	0
- Cc1cccc(OCCC(=O)N(C)CC(=O)Nc2cccc3ccccc23)c1
  17	1	-8	-0.2	-16	-1	-3	14	-2
- COc1ccc(NC(=O)CN(C)C(=O)c2c(-c3c(F)cccc3Cl)noc2C)cc1
  -4	11	-3	-2.5	16	0	-3	14	-2
- CCN(Cc1ccccc1)C(=O)c1ccc2c(=O)n3c(nc2c1)CCC3
  7	0	3	-0.1	-27	2	1	10	-1
- O=C(CN1C(=O)c2ccccc2S1(=O)=O)NCCc1ccccc1
  -7	19	-2	1.3	28	-4	0	20	1
- Cc1ccc(NC(=O)CSc2ccc3nnc(CCNC(=O)c4ccccc4)n3n2)c(C)c1
  7	9	19	-0.1	-24	-1	2	-10	-3
- CN1CCN(CC(O)COC(c2ccccc2)c2ccccc2)CC1 (stereo unspecified)
  -23	16	17	0.8	-9	2	2	-14	-1
- O=C(CSc1nc2ccccc2c(=O)[nH]1)Nc1ccc(C(=O)O)cc1
  4	13	2	-1.9	15	-3	0	7	0
- COc1ccc(CN2CCNC(=O)C2CC(=O)NCCCn2cccn2)cc1C (stereo unspecified)
  0	4	23	0.1	1	-3	0	-12	0
- COc1cc(NC(=O)c2ccno2)cc(C(=O)Nc2cccc(C(F)(F)F)c2)c1
  1	42	20	-1.0	34	4	0	35	8
- COc1ccc(S(=O)(=O)Nc2c(C)nc3nc(C)[nH]n3c2=O)cc1
  -8	21	-6	-0.4	3	0	-2	16	1
- S=C(NCc1ccccc1)N1CCc2ccccc2C1
  21	39	19	-0.6	4	-2	-3	30	-1

The list goes on.
Results follow in this order: TIM10 inh	tim23-1 inh	NALP3 yeast inh	UPR CHOP act	Mdm2-MdmX inh	APJ agonist	XBP1 UPR activ	tim10-1 inh	NR3A LBD binder
- CN(N=Nc1cccc([N+](=O)[O-])c1)c1cccc([N+](=O)[O-])c1
  17	-1	-21	3.9	11	-2	2	26	-4
- CC(=O)C1=C(Nc2ccccc2)CC(C)(O)C(C(C)=O)C1c1ccccc1 (stereo unspecified)
  25	31	20	3.0	40	-2	-2	35	1
- O=C(CCc1nc2ccccc2s1)NCc1ccccc1F
  -12	-1	7	0.5	-22	-2	0	2	1
- CCc1cc2ccc(C)c(C)c2nc1SCC(=O)Nc1cc(C)on1
  -11	6	9	0.9	4	0	-4	-3	1
- CN(Cc1nc(-c2cccs2)no1)CC1COCCO1 (stereo unspecified)
  9	5	2	1.9	-12	-3	9	-3	-1
- N#CC(c1ccc(Cl)cc1)c1nc2ccccc2nc1C(F)(F)F (stereo unspecified)
  4	45	19	0.2	-2	-1	-2	18	-1
- O=C(CCS(=O)(=O)c1cccc2nonc12)NC1CCCCCC1
  -2	5	15	0.7	5	-4	2	25	0

Source: PubChem (Sanford-Burnham Center for Chemical Genomics)
